D1 antag = antagonists of human D1 dopamine receptor; P21728; HEK293 TREx D1 cells, calcium flux, dopamine EC80; stronger effect = lower value; activity change, negative = inhibition, % at 10 µM; 360,000 compounds, 3.2% hits; AID 504652; in the data active means activity change below about -30%; further: on the % scale 0 is the no-effect control and ±100 the full control effect
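Calcium flux readout: force-coupled, inducible Hek293 Trex D1 line, cells induced overnight at 30 C with tetracycline, dye-loaded 30–90 min at RT. Antagonism scored against EC80 dopamine challenge given 180 s after compound.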
TRHR PAM = allosteric enhancers of human TRH receptor | P34981 | TRHR cells, fluo-8 calcium fluorescence, EC20 TRH enhancement | enhancement, % at 2 µM | 360,000 compounds, 0.66% hits; in the data active means enhancement above about 30%; further: 0% is about no effect
Target sequence (P34981 whole entry, looked up): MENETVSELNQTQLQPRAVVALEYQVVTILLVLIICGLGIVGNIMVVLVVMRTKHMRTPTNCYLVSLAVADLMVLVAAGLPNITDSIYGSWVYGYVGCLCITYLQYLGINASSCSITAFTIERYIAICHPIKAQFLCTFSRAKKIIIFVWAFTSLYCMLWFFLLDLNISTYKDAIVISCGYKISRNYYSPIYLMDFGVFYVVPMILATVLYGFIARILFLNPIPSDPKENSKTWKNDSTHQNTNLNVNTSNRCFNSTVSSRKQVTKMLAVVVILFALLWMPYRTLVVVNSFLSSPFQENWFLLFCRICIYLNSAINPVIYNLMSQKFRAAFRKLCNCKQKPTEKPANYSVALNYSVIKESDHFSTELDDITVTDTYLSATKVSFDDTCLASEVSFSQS
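Enhancer read-out: after compound pinning and an initial kinetic agonist-mode read, an EC20 of TRH (10 nM final) was injected and fluo-8 calcium signal (Ex 480/Em 530) followed at 1 s/cycle for 100 cycles in TRHR-expressing cells.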
TRHR agonist = TRH receptor (human) agonism. activation, % at 2 µM. TRHR cells, calcium flux fluo-8, FDSS agonist mode. AID 493084. 360,000 compounds, 0.18% hits; further: 0% is about no effect
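Steps: seed TRHR cells overnight; add fluo-8 no-wash Ca dye, RT 30 min–1.5 h; record 10 s baseline; pin-transfer compounds; monitor fluorescence 1 cycle/s for the agonist window. Calcium increases flag candidate agonists.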
D1 PAM = potentiators of human D1 dopamine receptor. P21728. HEK293 TREx D1 cells, calcium flux, dopamine EC20 potentiation. potentiation, % at 10 µM. 360,000 compounds, 0.036% hits; in the data active means potentiation above about 30%; further: 0% is about no effect
D1 ag = human D1 receptor agonism; HEK293 T-REx D1 cells, calcium flux, agonist mode; activation, % at 2 µM; P21728; 360,000 compounds, 1% hits; further: 0% is about no effect
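Inducible HEK293 T-REx D1 cells, force-coupled to calcium signalling, were plated at 4000 cells/well with tetracycline and held overnight at 30 C. After no-wash calcium dye loading, compound-evoked calcium rise over 180 s flagged agonists.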
D2 antagonist = D2 dopamine receptor (human) antagonism; inhibition, % at 10 µM; HEK293 TREx D2 cells, calcium flux, dopamine EC80; 340,000 compounds, 2% hits; P14416; in the data active means inhibition above about 30%; further: 0% is about no effect
Target sequence (P14416 whole entry, looked up): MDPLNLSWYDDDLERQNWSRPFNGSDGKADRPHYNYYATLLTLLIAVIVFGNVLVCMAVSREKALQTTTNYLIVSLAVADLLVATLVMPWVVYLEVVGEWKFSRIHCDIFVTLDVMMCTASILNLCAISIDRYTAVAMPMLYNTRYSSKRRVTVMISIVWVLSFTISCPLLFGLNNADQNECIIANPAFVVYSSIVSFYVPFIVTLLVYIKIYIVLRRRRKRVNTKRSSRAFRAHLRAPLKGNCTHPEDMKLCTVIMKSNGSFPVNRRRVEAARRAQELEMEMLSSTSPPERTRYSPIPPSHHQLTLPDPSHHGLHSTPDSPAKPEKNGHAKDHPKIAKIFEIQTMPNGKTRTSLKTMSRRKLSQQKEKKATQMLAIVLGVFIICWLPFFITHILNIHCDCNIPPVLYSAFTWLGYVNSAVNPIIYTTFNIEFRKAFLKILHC
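Dopamine at EC80 is the agonist stimulus; test compounds precede it by 180 s. Calcium flux read kinetically in a force-coupled, inducible HEK293 T-REx D2 cell line.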
D2 potentiator = D2 dopamine receptor (human) potentiation | HEK293 T-REx D2, calcium flux, EC20 dopamine potentiation | potentiation, % at 10 µM | 340,000 compounds, 0.34% hits;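 active means potentiation over 3 SD above the plate norm, cut at about 30% in these data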; further: 0% is about no effect
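Tetracycline-induced HEK293 T-REx cells force-coupled to calcium signalling expressed D2; compounds were pin-added after a 10 s baseline, read kinetically 180 s, then an EC20 dopamine challenge followed with a further 180 s calcium read.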
D2 ag = agonists of human D2 dopamine receptor. 340,000 compounds, 0.53% hits. AID 485358. P14416. activation, % at 2 µM. HEK293 T-REx D2 cells, calcium flux agonist mode;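 active means activation over 3 SD above normal in the single-dose calcium agonist read, cut at about 30% in these data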; further: 0% is about no effect
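Agonism scored from kinetic calcium signal (1 read/sec, 180 s) following compound pin transfer, after a 10 s baseline. Cells: HEK293 Trex line expressing inducible D2 receptor coupled to calcium, dye-loaded after overnight culture at 30 C.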
RXFP1 antag = RXFP1 (human) relaxin receptor antagonism | HEK293-RXFP1, relaxin-stimulated cAMP HTRF, 30 min; stronger effect = lower value | activity change, negative = inhibition, % at 57.5 µM | 350,000 compounds, 0.59% hits | AID 1259400;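 active means activity change of -60% or lower, but not beyond a set lower limit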; further: on the % scale 0 is the no-effect control and ±100 the full control effect
* marks the source's active call; other numbers are inactive results; . = not tested or not shown; & = joins results of further samples. Unless noted, no stated cut-off is given here; in the data, active means activation above about 30%; inactive means the rest.

SMILES,D1 antag,TRHR PAM,TRHR agonist,D1 PAM,D1 ag,D2 antagonist,D2 potentiator,D2 ag,RXFP1 antag
CC(C)(C)CC(C)(C)NC(=O)Nc1cccc([N+](=O)[O-])c1,-41*,-9,-0.5,-8,18,-1,-5,0.5,2
COCCNC(=O)NC(=O)COC(=O)c1cccn1C,-3,0,0.7,8,5,-7,7,0.3,-3
CC(Oc1ccc2c(-c3ccccc3)cc(=O)oc2c1)C(=O)NCc1ccccn1 (centres undefined),-8,23,1.6,-1,3,-14,15,0.9,.
CC(=O)CSc1nnc(-c2ccncc2)n1C,3,19,2.1,1,1,7,-1,0.1,-8
COc1ccc(/C=N/NC(=O)c2cc(O)c(O)c(O)c2)cc1Cn1cc([N+](=O)[O-])cn1,-13,5,-0.3,-2,3,1,4,-1.1,-8
Cc1ccc(N(CCC#N)C(=O)COC(=O)C2CCN(c3ccc(C(F)(F)F)cn3)CC2)cc1,4,4,0.5,-7,5,6,-1,0.4,-21
COCCn1c(SCc2nc3ccccc3c(=O)[nH]2)nnc1-c1ccncc1,1,2,-0.1,2,2,-4,4,0.6,27
O=C(NC1CCCC1)C(c1ccco1)N(C(=O)c1ccco1)c1ccccc1 (centres undefined),13,-2,-1.2,-3,1,4,16,-0.3,-1
CC(NC(=O)CCOc1ccccc1)c1ccccc1 (centres undefined),-2,-3,-0.5,-1,0,-6,-3,0.2,-2
CCc1ccc(NC(=O)CSc2ccc(-c3ccccn3)nn2)cc1,-14&-1,0&4,-0.1&-0.1,-4&-5,3&9,.,6,0.2,5&3
O=C(O)/C=C/c1ccc(S(=O)(=O)Nc2ccccc2C(=O)Nc2ccc(F)cc2)cc1,1,-1,0.7,7,3,-3,5,3.4,-6
O=C(NCc1ccc2c(c1)OCO2)c1ccc(Br)s1,-13,-1,-0.4,-4,3,.,.,.,14

With a hit mark in D1 antag (from the list above):
canonical_smiles | D1 antag | TRHR PAM | D1 PAM | D1 ag | D2 antagonist | D2 potentiator | RXFP1 antag
CC(C)(C)CC(C)(C)NC(=O)Nc1cccc([N+](=O)[O-])c1 | -41* | -9 | -8 | 18 | -1 | -5 | 2

Next part
SMILES,D1 antag,TRHR PAM,TRHR agonist,D1 PAM,D1 ag,D2 antagonist,D2 potentiator,D2 ag,RXFP1 antag
CCC(=O)NCc1nc2ccccc2n1Cc1ccccc1F,-9,-1,-0.6,-7,0,3,1,-0.7,16
Cc1ccc(N2CC(C(=O)OCc3ccccc3F)CC2=O)cc1 (centres undefined),-5,5,-1.2,-4,1,-22,2,0.7,2
CCOc1ccccc1CNC(=O)Cn1cc2c(n1)-c1c(oc(C(=O)N3CCCC3)c1C)CC2,-2,8,-0.3,-6,3,.,.,0.8,-9
O=C(NCC1CCCO1)c1ccc2c(=O)n(Cc3ccco3)c(SCC(=O)N3CCCC3)nc2c1 (centres undefined),-1,1,-1.8,-4,1,.,.,.,4
CCC(C)(C)NC(=O)Nc1cc(Cl)ccc1OC,-16,-5,-0.6,-3,0,-36,-9,0.7,-6
C=CCc1cc(Cl)ccc1OCCN(C)C,13,-4,0.3,-14,6,53*,-15,1.0,-2
Nc1nc(Cl)cc(N2CCC(c3cc(-c4ccc(Cl)cc4Cl)n[nH]3)CC2)n1,3,-11,0.7,2,8,-6,-9,-0.5,-22
CCN(CC)C(=O)CNC(=O)Cc1ccc(Cl)cc1,-5,10,0.9,7,1,-6,-3,0.2,-18
O=C(NC(=S)NC1CCCCC1)c1ccc(F)cc1,4,-2,-0.5,-1,2,14,6,0.5,-6
Cn1c(=O)c2c(-c3ccccc3)n(N3CCOCC3)cc2n(C)c1=O,-6,-3,-0.8,0,0,-3,11,0.8,-4
Cc1sc2c(=O)n3c(nc2c1C(=O)NCCCN1CCOCC1)CCCCC3,13,1,0.1,-2,2,1,3,0.5,-13
CCn1c(CNc2ccc(OC)cc2)nnc1SCC(=O)Nc1ccc(F)cc1,-6,-1,0.1,3,0,-11,-10,-0.2,14
CCc1noc(C)c1C(=O)Nc1ncc(C)s1,12,11,-0.2,-4,1,14,-4,-0.5,5
OC(CN1CCN(c2cccc(Cl)c2)CC1)c1ccccc1 (centres undefined),-35*,-6,0.4,-9,4,53*,-13,10.0,-28
COc1ccc(/C=C(/C#N)S(=O)(=O)c2ccc(C)cc2)cc1,-11,3,0.6,-7,1,3,-4,0.3,-2
Nc1cc(Cl)ccc1C(=O)OCC(=O)NC1CCCCC1,-6,-2,-0.5,-5,1,-11,-7,-0.2,-5
CC(C)c1ccc(NC(=S)N2CCN(Cc3ccccc3)CC2)cc1,-13,-1,-0.3,-8,2,-15,3,0.3,-9
CCc1ccc(OCc2cc(=O)n3c4c(sc3n2)CCCC4)cc1,-5,9,0.2,-1,0,.,6,.,.
CCCCN(CC)CCCNC(=O)c1ccc(CS(=O)(=O)c2c(Cl)cccc2Cl)o1,-7,10,0.0,2,1,1,-6,10,-8
CCc1nc2ccc(C(=O)NCCCN3CCN(c4ccccc4F)CC3)cc2nc1CC,-32*,2,-1.3,-8,2,88*,-20,17,9
COc1cc(OC)cc(N(C(=O)CNC(=O)c2cccs2)C(C(=O)NCC2CCCO2)c2ccc(OC)c(OC)c2)c1 (centres undefined),6,-5,0.8,5,2,6,-6,0.9,10
COc1cc(C)nc(N2CCCC(C(=O)Nc3ccccc3Br)C2)n1 (centres undefined),-13,0,-1.0,2,2,4,-3,-1.5,-3
Cc1cc([N+](=O)[O-])ccc1NC(=O)Cc1ccc(F)cc1,-32*,-10,-0.3,-8,7,-2,2,-0.3,-4
CN1C(=O)/C(=C/c2ccc(OCc3ccc(F)cc3)cc2)NC1=S,-9,4,1.8,-4,8,.,.,.,-26

Looked up one by one from above:
SMILES,D1 antag,TRHR PAM,TRHR agonist,D1 PAM,D1 ag,D2 antagonist,D2 potentiator,D2 ag,RXFP1 antag
O=C(NC1CCCC1)C(c1ccco1)N(C(=O)c1ccco1)c1ccccc1 (centres undefined),13,-2,-1.2,-3,1,4,16,-0.3,-1
O=C(NC(=S)NC1CCCCC1)c1ccc(F)cc1,4,-2,-0.5,-1,2,14,6,0.5,-6

More compounds
SMILES,D1 antag,TRHR PAM,TRHR agonist,D1 PAM,D1 ag,D2 antagonist,D2 potentiator,D2 ag,RXFP1 antag
O=c1cc(-c2ccccc2Cl)oc2c(NS(=O)(=O)c3ccccc3C(F)(F)F)ccc(O)c12,-30*,-3,-0.5,-7,2,11,3,-1.6,.
O=C1COc2ccc(C(=O)COC(=O)c3ccco3)cc2N1,-25,-1,0.7,1,3,-2,1,0.0,11
CN(C)CC/C=C1\c2ccccc2CSc2ccccc21,-62*,-2,0.8,-6,18,-23,-14,-0.5,.
CC(C)c1ccc(N=C2NN=C(c3cccs3)CS2)cc1,6,-2,0.5,-3,1,-6,-8,-0.7,-1
CCOC(=O)Cc1csc(NC(=O)COc2cccc(C)c2)n1,1,10,-0.7,-3,8,29,-4,1.6,3
Cc1ccc(C)c(NC(=O)N2CC=C(c3c[nH]c4ccccc34)CC2)c1,-6,2,3.2,-3,14,.,-18,2.3,-28
CCC[C@H]1COCCS(=O)(=O)N1Cc1ccccc1,2,2,-1.2,-5,-2,3,-10,-0.3,.
Cc1ccc(OCc2cc(C(=O)NCc3ccc(OC(F)(F)F)cc3)no2)cn1,-27,2,2.2,2,52*,-23,14,1.2,9
COC(=O)C1Sc2[nH]c(=O)sc2C(c2ccc(Cl)cc2)C1C(=O)OC (centres undefined),-14,-2,-0.6,0,0,38*,5,-1.0,.
CC1CCCN(S(=O)(=O)c2ccc(CN3C(=O)c4cccnc4C3=O)cc2)C1 (centres undefined),-7,-10,0.2,-7,3,-10,-37,0.4,3
CCN1CCCC1CNCc1cccc(OC)c1OCc1ccc(F)cc1 (centres undefined),20,3,0.2,-4,3,-14,-2,-0.5,6
Cc1n[nH]c(C)c1S(=O)(=O)N1CCCC(C(=O)NCc2cccs2)C1 (centres undefined),8,0,0.1,0,1,2,-1,0.6,-1
CN1CCN(/C=N/c2c(C#N)cnn2Cc2ccccc2)CC1,-2,-2,-1.5,-4,3,-7,1,0.2,26
O=C(/C=C/c1ccccc1)C1C(=O)c2ccccc2C1=O,-2,-8,-0.9,-5,0,-7,5,-0.9,10
CCOC(=O)C1(CCOc2ccccc2)CCN(Cc2cnc(C)[nH]2)CC1,6,3,-0.8,6,-1,5,-9,-0.3,-26
Cc1cc[n+](CC(=O)N2CCCc3ccccc32)cc1,12,-3,-2.0,-6,4,39*,-19,-1.3,-31
COc1cccc(CN(C)C(=O)c2cc(S(=O)(=O)N3CCN(c4ccccc4)CC3)ccc2Cl)c1,16,1,0.2,-1,4,6,3,-1.2,-18
COc1ccc(NC(=O)/C=C/c2ccccc2[N+](=O)[O-])c(OC)c1,8,-3,-2.5,-4,0,-8,-8,-0.9,3
NC(=O)COc1ccc(C23CC4CC(CC(C4)C2)C3)cc1,0,-4,-0.3,2,1,.,2,.,-2
CCOc1ccc(NC(=O)[C@@H](c2ccccc2)N2Cc3ccccc3C2=O)cc1,-7,4,0.1,-2,2,.,9,0.2,.
CCC(C)c1ccc(C(C)NC(=S)NCc2ccc(F)cc2)cc1 (centres undefined),-14,0,3.4,-4,21,-8,15,1.9,1
CC(=O)Nc1ncc(Cc2cccc(Cl)c2Cl)s1,-14,3,0.6,-3,10,-6,3,-0.2,-9
COc1ccc(NS(=O)(=O)c2ccc3c(c2)CCC(=O)N3)c(OC)c1,-9,-6,-0.7,0,3,-4,-5,-1.6,0

Screening data (PubChem)

This is a random part of the collection (roughly 7.1% active in at least one column).
